CHRM5 antagonist: CHRM5 antagonism in calcium assay; AID 624040; inhibition, % at 3 µM; 0.59% of 360,000 active; CHO-hM5 cells, Fluo-8 calcium fluorescence, ACh EC80; P08912;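 active means inhibition above a per-plate cutoff, the mean of that plate's test compounds plus 3 SD, cut at about 27% in these data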;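 further: 0% = acetylcholine EC80 with DMSO and 100% = DMSO without agonist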
Target sequence (P08912 whole entry, looked up): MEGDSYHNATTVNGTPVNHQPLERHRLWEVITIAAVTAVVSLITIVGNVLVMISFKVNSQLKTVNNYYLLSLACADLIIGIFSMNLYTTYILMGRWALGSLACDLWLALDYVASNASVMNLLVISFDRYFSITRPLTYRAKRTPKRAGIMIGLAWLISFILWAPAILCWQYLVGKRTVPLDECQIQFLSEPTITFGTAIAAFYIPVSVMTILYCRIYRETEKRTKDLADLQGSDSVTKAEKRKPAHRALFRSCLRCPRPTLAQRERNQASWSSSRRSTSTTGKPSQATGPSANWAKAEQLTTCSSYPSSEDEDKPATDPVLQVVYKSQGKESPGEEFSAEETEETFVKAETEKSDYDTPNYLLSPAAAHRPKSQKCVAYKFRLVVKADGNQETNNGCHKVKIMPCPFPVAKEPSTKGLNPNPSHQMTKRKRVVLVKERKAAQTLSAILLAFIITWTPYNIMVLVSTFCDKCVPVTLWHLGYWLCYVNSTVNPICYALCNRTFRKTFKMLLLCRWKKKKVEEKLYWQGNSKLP
CHRM4 PAM: positive allosteric modulators of human muscarinic M4 receptor; P08173; CHO-K1 hM4/Gqi5, Fluo-8 calcium fluorescence, ACh EC20; 0% = ACh EC20, 100% = maximal ACh; activation, % at 3 µM; AID 624126; 0.4% of 360,000 active;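 active means activation above its plate's cutoff, the mean activation of sample wells plus 3 SD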; further: some results filed as inactive read as strong as hits
TAAR1 ag: agonists of human TAAR1; Q96RJ0; CHO RD-HGA16 TAAR1, Fluo-8 calcium fluorescence; vehicle wells 0%, saturating PEA agonist 100%; activation, % at 3 µM; 0.99% of 360,000 active; AID 624467;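 active means activation above the mean activation of all test compounds in the run plus 3 SD, cut at about 38% in these data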
Target sequence (Q96RJ0 whole entry, looked up): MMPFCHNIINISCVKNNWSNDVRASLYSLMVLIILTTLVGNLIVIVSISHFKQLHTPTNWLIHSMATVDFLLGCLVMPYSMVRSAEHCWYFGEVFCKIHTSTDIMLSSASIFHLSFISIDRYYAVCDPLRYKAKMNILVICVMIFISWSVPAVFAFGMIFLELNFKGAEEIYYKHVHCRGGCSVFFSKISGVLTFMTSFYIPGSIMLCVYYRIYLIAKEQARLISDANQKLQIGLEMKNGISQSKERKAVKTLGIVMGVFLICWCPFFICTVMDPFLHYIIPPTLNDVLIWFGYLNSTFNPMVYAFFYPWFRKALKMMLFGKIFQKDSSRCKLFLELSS
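Assay system – CHO-derived RD-HGA16 cells with stable Gα16 and human TAAR1 · Compound dosing – one-point dosing at 3 µM (nominal) · Incubation – 17-24 h seeding, 75 min 37 °C dye, 30 min RT · Measured by – kinetic Fluo-8 calcium fluorescence · Control set – DMSO vehicle as 0%, PEA at EC100 as 100% · Repeats – single well for each compound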
CHO-K1 Ca PAM: counter-screen for M1 PAMs: effect in parental CHO-K1 cells; ATP EC20, Fluo-8 calcium fluorescence; 0% at ATP EC20, 100% at ATP max; activation, % at 3 µM; 0.02% of 360,000 active; AID 602247;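 active means activation above the run cutoff, the mean activation of all test compounds plus 3 SD, cut at about 40% in these data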;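 further: peak over basal fluorescence ratio in a 140 s read after ATP addition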
M5 PAM: CHRM5 positive allosteric modulation. 0.3% of 360,000 active. CHO-K1 hM5, Fluo-8 calcium, ACh EC20 PAM; 0% = ACh EC20, 100% = ACh EC100. activation, % at 3 µM. AID 624038. P08912;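 active means activation above the run cutoff, the mean activation of all test compounds plus 3 SD, cut at about 18% in these data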
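Test system: CHO-K1 hM5 cells / Doses: single-point, 3 µM nominal / Times: Post-acetylcholine fluorescence recording 140 s / Technique: Fluo-8 calcium fluorescence / Measure: Max/basal fluorescence ratio as % of EC20–EC100 ACh window / Benchmarks: low control EC20 acetylcholine (0%), high control EC100 acetylcholine (100%) / Replicates: one well per compound, no replicates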
CHRM5 agonist: agonists of human muscarinic M5 receptor (CHRM5); CHO-K1 hM5 cells, Fluo-8 calcium fluorescence; 0% DMSO wells, 100% maximal acetylcholine response; activation, % at 3 µM; P08912; 0.19% of 360,000 active;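 active means activation above the run's mean over test compounds plus 3 SD, cut at about 23% in these data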;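 further: signal is peak over basal fluorescence ratio across the kinetic read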
CRFBP-R2 block: antagonists of CRF-binding protein/CRF-R2 receptor complex | HEK293 CRF-R2/CRF-BP, CRF-induced calcium fluorescence | inhibition, % at 11.8 µM | 0.59% of 350,000 active | AID 588475;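 active means inhibition of the ligand-induced calcium signal above about 50% at the single tested concentration, limit read from the data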
CRFBP-R2 agonist: agonists of human CRF-binding protein/CRF-R2 receptor complex; HEK293 CRF-R2/CRF-BP, calcium dye fluorescence (FLIPR); percent of saturating CRF peptide response; activation, % at 13.2 µM; 0.46% of 350,000 active; AID 588473;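 active means activation of at least 50%, plus an integration ratio under a set limit after plate pattern correction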;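 further: plate controls were neutral control wells without compound for no effect and CRF at EC100 for full effect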
TAAR1 antag: antagonists of human TAAR1. Q96RJ0. CHO RD-HGA16 TAAR1, Fluo-8 calcium fluorescence, antagonist. inhibition, % at 3 µM. 1.5% of 360,000 active;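 active means inhibition above a per-plate cutoff, the mean inhibition of test compounds on that plate plus 3 SD, cut at about 49% in these data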;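 further: 0% = DMSO plus EC80 beta-PEA response and 100% = DMSO alone without agonist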
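test system = CHO RD-HGA16 cells bearing hTAAR1 | replication = singlicate | controls = DMSO-only wells and EC80 β-PEA-stimulated wells | reagent = EC80 β-phenethylamine stimulus | read-out basis = percent inhibition of PEA-evoked calcium signal, max/basal emission ratio | schedule = seeding 17-24 h prior, 75-min 37 °C, 30-min RT dye loading | signal = kinetic Fluo-8 calcium fluorescence measurement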
* hit, by the source's call; nt = not tested or not shown. No enrichment for hits; any-hit rate near 4.2%.

SMILES	CHRM5 antagonist	CHRM4 PAM	TAAR1 ag	CHO-K1 Ca PAM	M5 PAM	CHRM5 agonist	CRFBP-R2 block	CRFBP-R2 agonist	TAAR1 antag
CCCCc1ccc(NC(=O)CSC2=NN3CCCC(=O)N=C3S2)cc1	1	1	0	-6	3	2	14	-0.1	-17
CC(=O)Nc1ccc(S(=O)(=O)N(C)CC(=O)Nc2ccc(F)c(F)c2F)cc1	-3	-2	3	8	7	3	46	0.5	6
O=C(O)c1ccc(COc2ccc(/C=N/NC(=O)c3cccs3)cc2)cc1	10	-5	nt	-13	-7	-1	5	-1.5	nt
CC1CCCCN1C(=O)c1ccc(NC(=O)c2ccccc2Cl)cc1 (centres undefined)	14	-3	1	27	-1	1	9	-1.2	-3
CC(C)NC(=O)NC(=O)COC(=O)c1cccc(OC(F)F)c1	3	8	-1	18	4	-3	5	0.0	-5
CN(Cc1cc(=O)n2ccsc2n1)C1CCCCC1	2	14	6	11	1	0	-5	1.7	11
CCOc1nc(C)ccc1-c1noc(-c2ccco2)n1	-2	4	2	10	-3	-4	10	-0.9	-26
CC(C)Cn1cc(Cl)c(=O)n(CC(C)C)c1=O	9	10	0	-20	8	-1	12	1.3	5
Cc1cc(/C=C2\C(=N)N3N=CSC3=NC2=O)c(C)n1Cc1ccccc1	6	11	34	22	2	0	-4	-5.5	-7
CCOC(=O)C1CCN(Cc2cc(Cl)c3ccccc3c2O)CC1	10	-4	nt	23	7	6	-4	4.6	nt
COc1ccc(-c2c(C(=O)O)nc3ccccc3c2C(=O)O)cc1	1	-12	7	-7	-5	0	25	-2.9	-7
O=C(CN(Cc1ccc(Cl)cc1)C(=O)CNS(=O)(=O)c1ccccc1)NCC1CCCO1 (centres undefined)	7	1	1	-11	-3	-3	18	1.7	5
CCOC(=O)C1=C(C)NC(SC)=NC1c1ccccc1 (centres undefined)	12	1	10	0	-8	-6	7	-0.8	-1
CCN(Cc1ccncc1)Cc1nc(Cc2ccccc2Cl)no1	13	-13	1	-18	-8	3	5	-1.1	-19
CC(NCC1(N2CCOCC2)CCCCC1)C(=O)Nc1ccc(Cl)cc1Cl (centres undefined)	9	1	-1	11	2	-2	4	-1.1	-5
CCCCN(C=O)c1c(CC)nc2ccc(C(=O)NCCCn3ccnc3)cn12	-11	-5	8	-4	1	0	nt	nt	-11
CCOC(=O)C[C@@H]1OC[C@H](C(C)C)N1S(=O)(=O)c1ccc(C)cc1	1	4	1	nt	1	-1	nt	nt	-17
CC1(C)CC(=O)c2cnn(-c3nc4ccccc4[nH]3)c2C1	-3	-10	1	7	-4	2	-11	1.2	7
CC(C)CC(COCc1ccc(Cl)cc1)N1CCN(C(=O)c2ccc(C(F)(F)F)cc2)CCC1=O (centres undefined)	12	7	2	13	3	-7	11	3.3	2
Cc1ccc(C)c(S(=O)(=O)Nc2ccc(C(=O)NCCCN(C)C)cc2)c1	13	-3	1	-5	-2	-2	-10	-2.4	-11
C/C(N)=C(/C#N)C(=O)COC(=O)c1cc(S(=O)(=O)N2CCCCC2)ccc1C	3	-4	9	7	-7	-2	-16	0.3	14
Cn1c2ccccc2c2cc(/C=N/NC(=O)c3ccc(O)cc3O)ccc21	7	2	nt	8	-6	-4	-9	-0.9	nt
CC1(C)CC(=O)c2cnc(N3CCN(c4ccccc4)CC3)nc2C1	-5	4	6	-7	3	-3	-14	4.5	16
Cc1[nH]c2ccccc2c1C(C#N)(C#N)C1C(=O)c2ccccc2C1=O	1	25	3	11	6	-2	15	-0.9	0
CC(C)Oc1ccc(S(=O)(=O)N2CCOCC2)cc1NC(=O)Cc1cccs1	3	7	-1	9	1	2	-6	0.1	4
O=C(Nc1nc2ccccc2[nH]1)C1CCC1	-3	7	2	-7	5	2	-4	-0.5	-23
Cc1cc2c(cc1C)-n1nnnc1C(N1CCN(CC(=O)NC(C)C)CC1)C(=O)N2 (centres undefined)	2	1	2	nt	1	0	nt	nt	-27
O=C(C1CC2CCC1C2)N1CCN(Cc2ccc3c(c2)OCO3)CC1 (centres undefined)	nt	nt	0	nt	nt	nt	1	-2.0	11
O=C1N/C(=C/c2cccn2-c2ccc(F)cc2)C(=O)N1Cc1ccccc1F	7	4	-1	-13	-5	1	-69	2.7	-1
CCC1(C)Cc2sc3c(=O)[nH]c(=S)[nH]c3c2CO1 (centres undefined)	5	2	11	-3	-6	0	6	-1.2	16
Clc1ccc(C2=CSC3=Nc4cccc5cccc(c45)N23)cc1	5	-3	2	9	1	-1	-1	-1.4	-4
Cc1ccc(CS(=O)(=O)Cc2ccc(C(=O)NCc3ccccn3)o2)cc1	-8	4	10	9	-1	1	19	-2.0	-19
Nc1cccc2c1C(=O)N(CC(=O)NC13CC4CC(CC(C4)C1)C3)C2=O	15	2	7	-1	-12	-1	-35	15	12
O=C(CN1C(=O)NC2(CCCC2)C1=O)Nc1cc(Cl)ccc1N1CCCC1	6	1	-1	-20	4	-2	-1	-1.4	-2
COc1cccc(OC)c1C(=O)Nc1ccc2c(c1)OCCO2	2	2	7	13	-1	0	-18	-2.1	-15
COc1ccccc1N1CCN(S(=O)(=O)CCNC(=O)COc2ccccc2)CC1	-6	7	1	15	0	2	-5	0.3	0
CC(=O)c1cccc(NC(=S)NC(=O)c2ccccc2C)c1	6	-4	10	10	-2	1	-23	-1.0	-22
Fc1ccc(-c2ccc(-c3nn4c(-c5ccco5)nnc4s3)o2)cc1	11	-2	3	-21	-24	-10	-31	0.4	-2
O=C(O)c1cccc(Nc2nc3ccccc3nc2NS(=O)(=O)c2ccc(F)cc2)c1	1	0	6	22	5	3	1	-0.3	-18
CC(C)(C)CN1CCNC(=O)C1CC(=O)NC1Cc2ccccc2C1 (centres undefined)	6	11	19	20	-4	-2	-1	4.0	-3
COc1ccccc1NC(=O)c1ccccc1NS(=O)(=O)N1CCCC1	-3	2	5	6	-4	1	4	-0.8	1
Cc1ccc(C(=O)NC(C)c2ccc(-n3ccnc3)cc2)cc1 (centres undefined)	17	-4	-3	-26	-6	-2	-5	0.5	9
CCN(CC)c1ccc(/C=N/NC(=O)c2ccco2)cc1	9	10	4	17	-3	1	3	-7.5	13
CC(C)c1ccc(S(=O)(=O)N2CCN(C(=O)Cc3ccsc3)CC2)cc1	4	-5	-1	-14	-14	-2	15	-1.3	3
COC(=O)c1c(NC(=O)C(C)(C)C)csc1C	11	3	7	-15	-3	-6	13	-0.1	3
Cc1ccc(S(=O)(=O)NC(C(=O)Oc2ccc3c(C(F)(F)F)cc(=O)oc3c2)c2ccccc2)cc1 (centres undefined)	7	0	6	11	-3	-3	13	3.4	5
OC(CN1CCOCC1)Cn1cnc2ccccc21 (centres undefined)	10	-7	3	8	-6	-2	-9	1.5	-6
COCCn1c(SCC(=O)Nc2ccc3[nH]c(=O)[nH]c3c2)nc2ccccc2c1=O	17	-10	0	20	-2	-2	-17	2.6	-8
COc1ccc(-c2nc(-c3ccc(O)cc3O)cs2)cc1OC	7	-13	0	-13	-8	-5	-18	-6.5	38
S=C(NCCCc1ccccc1)Nc1ccc(Cl)cc1	23	-11	2	2	-15	0	31	19	36
(further entries)
SMILES	CHRM5 antagonist	CHRM4 PAM	TAAR1 ag	CHO-K1 Ca PAM	M5 PAM	CHRM5 agonist	CRFBP-R2 block	CRFBP-R2 agonist	TAAR1 antag
Cc1noc(C)c1S(=O)(=O)Nc1ccc2c(c1)C(=O)N([C@H](C)CO)C[C@H](C)[C@@H](CN(C)S(=O)(=O)c1ccccc1)O2	0	7	4	8	5	1	-4	-0.4	-1
CCc1ccc(Nc2n[n+](-c3ccccc3)c(-c3ccc(OCc4ccccc4)cc3)s2)cc1	21	-10	1	30	-12	-6	1	0.6	2
O=C1CCCN1c1ccc(C(=O)N(Cc2nnc(-c3ccccc3Cl)o2)C2CC2)cc1	6	1	1	-11	-6	4	-1	0.6	9
CC(=C/c1ccccc1)/C=N/Nc1nc(N2CCOCC2)nc(N2CCOCC2)n1	-1	-5	1	9	-4	0	9	0.2	-13
CCN(CCCNC(=O)C1CCN(S(=O)(=O)CC)CC1)c1cccc(C)c1	-4	8	10	12	0	-1	-13	1.5	-15
CCOC(=O)c1c(C=O)c(C)n(Cc2ccccc2Cl)c1C	1	1	4	-7	-4	-2	42	0.4	-2
N#C/C(=C\c1ccccc1[N+](=O)[O-])C(=O)NC1CCCCC1	8	-6	26	-17	-6	5	-161	100*	1
CCC1CCCCN1S(=O)(=O)c1ccc(S(=O)(=O)N(Cc2ccccn2)CC2CCCO2)cc1 (centres undefined)	4	-16	2	13	-5	-3	-15	-2.1	-10
C=CCN1C(=O)N(c2ccc(F)cc2)C(=O)C1CC(=O)Nc1ccc(Cl)cc1 (centres undefined)	6	-12	12	3	-2	2	0	6.4	-4
CSc1ncccc1C(=O)Nc1nnc(C2CC2)s1	5	1	9	22	-2	-4	-32	1.7	12
COc1ccc(N2CCN(Cc3cc(=O)oc4cc5c(cc34)CCCC5)CC2)cc1	4	-1	5	18	7	-1	12	0.5	4
COc1ccc(C(=O)NCCCCCCNC(=O)c2ccc(OC)cc2)cc1	-2	0	-1	5	2	-5	3	1.1	-17
CC(=O)N1CCc2cc(S(=O)(=O)NCCC(=O)NCCc3ccc(C)cc3)ccc21	-6	-8	10	7	-3	4	-6	2.2	-13
CCOc1cc(/C=C2\N=C(SC)SC2=O)cc([N+](=O)[O-])c1OC(C)=O	-11	2	nt	14	-7	0	27	-3.6	nt
c1ccc(-c2ncnc3nc4n(c23)CCC4)cc1	7	2	11	3	-12	5	-12	0.3	0
CC(C)(C)c1csc(NC(=O)CCc2ccccc2)n1	2	-9	0	2	-1	-6	-4	1.6	44
O=C1NCCC/C1=N/Nc1cc(F)ccc1F	10	5	2	1	0	0	-1	2.1	-14
Cc1ccc2c(c1)Cc1nc3ccccc3nc1-2	5	0	5	12	1	-4	-13	0.8	9
COc1ccccc1CNC(=O)C(=O)NCC1OCCCN1S(=O)(=O)c1ccc(F)cc1C (centres undefined)	-19	1	1	-1	3	0	0	-0.9	-14
CC(=O)Nc1ccc(NC(=O)c2csc([C@H]3C[C@H](O)[C@@H](CO)O3)n2)cc1	-2	10	2	24	3	0	nt	nt	-15

High-throughput results as filed in PubChem BioAssay.
